Source: PubChem
TAG inh = inhibitors of triacylglycerol accumulation, primary screen, cell-based, uHTS, fluorescence, H9c2; H9c2 cells, Nile Red lipid (TAG) fluorescence; cells loaded with 200 µM oleic acid; inhibition, % at 12.5 µM; actives 0.66% (n = 230,000);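 active means pattern-corrected inhibition of lipid staining of at least 50% with the nuclear-stain viability signal not falling by more than 50%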;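 further: 0% = DMSO wells and 100% = triacsin C control wells; some results filed as inactive read as strong as hits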
TAG inh DAPI viability = also measured in TAG inh; calls as there; DAPI nuclei signal change (viability), lower = more cytotoxic, %;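 whole-well DAPI fluorescence read on a plate reader as a viability signal; minus 50 percent equals half of cells still viable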
Numbers without * were called inactive. These rows are one share of the data; rates above refer to the full screens.

| SMILES | TAG inh | TAG inh DAPI viability |
| --- | --- | --- |
| CCCc1nc(-c2cc3ccc(C)cc3[nH]c2=O)no1 | 2.3 | 6.7 |
| CC1(C)c2[nH]c3ccccc3c2C[C@@H]2C(=O)N(Cc3ccco3)C(=O)N21 | -14.1 | 1.2 |
| NNC(=O)c1ccc2[nH]c3c(c2c1)CCCC3 | 5.0 | -0.5 |
| CC1(C(=O)NC2CCCC2)CCN1C(=O)Cc1ccc(-c2ccccc2)cc1 (stereo not drawn) | 7.8 | -6.7 |
| CN(C(=O)CC(NC(=O)c1ccccc1Cl)c1ccccc1)c1ccccc1 (stereo not drawn) | -2.3 | 0.0 |
| CNC(=S)N1CCN(CCNC2=CC(=O)CC(C)(C)C2)CC1 | 12.1 | -10.8 |
| CCCCNC(=O)CCCCCn1c(=O)[nH]c2cc(C(=O)OC)ccc2c1=O | 6.6 | 1.5 |
| Cc1[nH]n(-c2ccccc2)c(=O)c1N=Nc1ccc2c(c1)OCCO2 | 15.2 | 1.9 |
| CSCCC(NS(=O)(=O)c1ccc(C)cc1)C(=O)N1CCCCCCC1 (stereo not drawn) | -12.2 | -7.5 |
| Nc1nc(N2CCOCC2)n[nH]1 | -1.9 | -8.4 |
| Cc1cccc(-n2c(C)cc(C)c(C#N)c2=O)c1 | 2.9 | -11.4 |
| CC(C)(C)C1CCNC(=O)CC1 (stereo not drawn) | 6.3 | 5.9 |
| CCC(=O)c1ccc(N2CCN(C(=O)c3ccc(F)cc3)CC2)c(F)c1 | -12.5 | -11.0 |
| Cc1ccc(NC(=O)c2cc3ccccc3o2)nc1 | 5.3 | 13.5 |
| CC(C)[C@H](NC(=O)c1ccccc1Cl)C(=O)OCC(=O)NC(=O)NC1CCCC1 | -0.5 | 0.1 |
| CCCCc1ccc(S(=O)(=O)N2CCC3(CC2)OCCO3)cc1 | 13.0 | 1.3 |
| O=C(NCc1ccccc1)c1ccc(N2CCC3(CC2)CC(c2ccccc2)=NO3)c([N+](=O)[O-])c1 | 5.6 | 3.9 |
| Cc1ccc(C)c(N2CCN(S(=O)(=O)c3ccc4c(c3)NC(=O)CC(=O)N4)CC2)c1 | 4.6 | 11.4 |
| CSc1ccc(C#N)cc1NC(=O)c1ccccc1 | -10.6 | 5.4 |
| O=C(N/N=C/c1ccccc1Br)c1ccc(CSc2cccc3cccnc23)cc1 | -21.8 | 12.4 |

As entered above.
Reading of CSc1ccc(C#N)cc1NC(=O)c1ccccc1 under TAG inh: -10.6
Reading of CC(C)[C@H](NC(=O)c1ccccc1Cl)C(=O)OCC(=O)NC(=O)NC1CCCC1 under TAG inh DAPI viability: 0.1
Reading of CC(C)(C)C1CCNC(=O)CC1 (stereo not drawn) under TAG inh: 6.3

Further compounds
| SMILES | TAG inh | TAG inh DAPI viability |
| --- | --- | --- |
| COC(=O)c1c(C)nn(-c2ccc(F)c(Cl)c2)c1-c1cc(C)on1 | -7.6 | -0.9 |
| CCOC(=O)c1ccccc1NC(=O)COC(=O)CCC(=O)c1ccccc1 | -6.6 | 4.8 |
| COc1cc(NC(=O)CN2CCN(c3ccccc3F)CC2)c(C)cc1[N+](=O)[O-] | -5.0 | 7.2 |
| O=C1NC2(CCCCCC2)C(=O)N1CCS(=O)(=O)Oc1ccccc1 | 6.9 | -3.7 |
| COC(=O)c1ccc(C(=O)OC)c(NC(=S)N2CCN(C(=O)C3CCCO3)CC2)c1 (stereo not drawn) | -8.5 | 3.0 |
| COc1ccc(CNCc2c(F)cccc2F)cc1OC | 13.1 | -5.9 |
| CC(=O)Nc1ccc(S(=O)(=O)NC(CC(=O)NCCC2=CCCCC2)C(C)C)cc1 (stereo not drawn) | 12.9 | -0.6 |
| CCOc1ccc(Br)cc1S(=O)(=O)NCC(c1ccc(OC)cc1)N1CCOCC1 (stereo not drawn) | 4.7 | 5.2 |
| O=[N+]([O-])c1ccccc1S(=O)(=O)N1CCc2ccccc2C1 | -14.3 | 0.7 |
| COc1ccc(Nc2nc3ccc(OC)cc3s2)cc1 | -8.8 | 0.1 |
| CCN(CC(=O)Nc1c(F)cccc1F)C(=O)/C=C/c1ccc2ccccc2n1 | 4.8 | 4.9 |
| CC(C)(C)c1ccccc1NC(=O)COC(=O)CN1C(=O)NC2(CCCC2)C1=O | -0.9 | 2.6 |
| CN(CC(=O)Nc1ccc2c(c1)OCCO2)CC(=O)Nc1ccc(F)c(F)c1F | 1.0 | 0.5 |
| CCC(=O)Nc1ccccc1C(=O)OCC(=O)c1ccccc1 | -14.3 | -0.1 |
| CCC(=O)N(Cc1cc2c(C)ccc(C)c2[nH]c1=O)C1CCCCC1 | 14.3 | -4.5 |
| CC(=O)Nc1ccc(CN(C)CC2CCCN(CCc3cccc(C(F)(F)F)c3)C2)cc1 (stereo not drawn) | 5.9 | 13.6 |
| C/C(=N\O)C(C)/[N+]([O-])=C/c1nc(C)c(C)n1O (stereo not drawn) | 9.7 | -0.5 |
| Cc1ccc(NC(=O)CC(C)CC(=O)NCc2ccccc2)cc1Cl (stereo not drawn) | -4.9 | 3.3 |
| O=C1CN(C(=O)C2CC2)c2ccccc2N1 | 0.1 | 9.1 |
| S=c1nc(C23CC4CC(CC(C4)C2)C3)[nH][nH]1 | 3.6 | 3.7 |
| CCOC(=O)COc1c(C(=O)OC)sc2ncccc12 | 8.0 | -1.2 |
| Cc1ccc(C)c(-n2c(Cc3cc(=O)[nH]c(=O)[nH]3)nnc2SC(C)C)c1 | 11.9 | -1.0 |
| FC(F)(F)c1cccc(-n2c(Cn3nnc4ccccc43)n[nH]c2=S)c1 | 11.8 | -7.0 |
| CN(C)c1ccc2nc3ccc(=O)cc-3sc2c1 | 40.9 | -12.6 |
| Cc1ccc(C)c(NC(=O)CSc2ccc(S(=O)(=O)N3CCCC3)cn2)c1 | -7.6 | 2.6 |
| CCc1ccc(/C=C2/SC(=S)N(CC(=O)Nc3nc4ccccc4s3)C2=O)cc1 | 10.7 | -1.0 |
| CCOc1cc(C=C(C#N)C#N)ccc1Oc1ccc([N+](=O)[O-])cn1 | 9.1 | 4.4 |
| CCC(CC)NC(=O)CN1CCN(S(=O)(=O)c2cccs2)CC1 | -11.1 | 4.5 |
| Cc1nc2ccc(OC(=O)c3ccccc3)cc2s1 | -3.0 | -0.5 |
| O=[N+]([O-])c1ccc(N2CCN(S(=O)(=O)c3ccc(Cl)cc3)CC2)cc1NCc1cccnc1 | -11.1 | 2.4 |
| Cn1c(CNC(=O)c2ccco2)nnc1SCC(=O)Nc1ccc(Cl)cc1 | 5.8 | -1.9 |
| O=C(Nc1cc2c3c(c1)CC(=O)N3CCC2)c1ccc(F)cc1 | 8.8 | 0.1 |
| CC1(C(=O)Nc2cccc3ccccc23)CCN1C(=O)Cc1ccc(Cl)cc1Cl (stereo not drawn) | -14.7 | 0.3 |
| COc1ccc(CN(C)C(=O)C2CCN(S(=O)(=O)c3cccs3)CC2)cc1F | -17.4 | -1.8 |
| Cc1ccnc(SCCn2c(N3CC(C)CC(C)C3)nc3c2c(=O)n(C)c(=O)n3C)n1 (stereo not drawn) | -11.4 | 5.9 |
| CCOc1ccc(OCC(=O)N2CCOCC2)cc1 | 5.9 | -19.2 |
| CCC(=O)c1ccc(OCC(=O)Nc2ccc(S(=O)(=O)Nc3cc(C)nc(C)n3)cc2)cc1 | -1.2 | 2.3 |
| CN(C)c1nnnn1-c1ccc(OC(F)(F)F)cc1 | -3.0 | 1.6 |
| CC1(C)Cc2ccccc2-c2c1c(=O)n(Cc1ccccc1)c1nnnn21 | -129.5 | -3.2 |
| CC(C)Cc1nnc(NS(=O)(=O)c2ccc([N+](=O)[O-])cc2)s1 | -16.4 | -1.5 |

Some of the entries so far, as labelled records.
CCC(=O)N(Cc1cc2c(C)ccc(C)c2[nH]c1=O)C1CCCCC1
  TAG inh: 14.3; TAG inh DAPI viability: -4.5
CC(=O)Nc1ccc(CN(C)CC2CCCN(CCc3cccc(C(F)(F)F)c3)C2)cc1 (stereo not drawn)
  TAG inh: 5.9; TAG inh DAPI viability: 13.6
C/C(=N\O)C(C)/[N+]([O-])=C/c1nc(C)c(C)n1O (stereo not drawn)
  TAG inh: 9.7; TAG inh DAPI viability: -0.5
Cc1ccc(NC(=O)CC(C)CC(=O)NCc2ccccc2)cc1Cl (stereo not drawn)
  TAG inh: -4.9; TAG inh DAPI viability: 3.3

New compounds follow.
| SMILES | TAG inh | TAG inh DAPI viability |
| --- | --- | --- |
| O=C(Nc1ccccc1Cl)c1cc(C2CCCN(C(=O)C3CCCCC3)C2)on1 (stereo not drawn) | -3.3 | 0.9 |
| COc1ccc(S(=O)(=O)Nc2cccc3c2O[C@H](CN(C)C(=O)NC(C)C)[C@@H](C)CN([C@H](C)CO)C3=O)cc1 | -12.6 | -0.9 |
| CCOc1ccc(S(=O)(=O)Nc2ccc(C(=O)N/N=C/c3c(C)nn(-c4ccccc4)c3N3CCCC3)cc2)cc1 | -16.4 | -4.2 |
| NNc1nnc2c3cc(F)ccc3n(Cc3ccccc3)c2n1 | 9.8 | -3.1 |
| Cn1cnc(S(=O)(=O)Nc2cc(-c3ccc(Cl)cc3)nn2C)c1 | -9.5 | 8.4 |
| ON=C1c2ccccc2-c2ccc(F)cc21 | -3.0 | 1.0 |
| Cc1cccc(C2c3[nH]c4ccccc4c3CCN2C(=O)c2cc(C(C)C)nc(N)n2)n1 (stereo not drawn) | 6.9 | 1.7 |
| CC1CCC(NC(=O)Cn2c(=O)oc3ccccc32)CC1 (stereo not drawn) | 11.9 | -4.3 |
| Cc1ccc(-c2[nH]c(=S)[nH]c(=O)c2C#N)cc1 | -10.8 | 2.5 |
| CCOc1ccc(NC(=O)CN(C)C(=O)c2cc(S(=O)(=O)N(C)C)ccc2N2CCCC2)cc1OCC | 28.0 | -6.5 |
| CCCCCN(C(=O)CCC(=O)OCC(=O)c1ccc(F)c(F)c1)c1c(N)n(CCCC)c(=O)[nH]c1=O | -9.2 | 3.8 |
| COc1ccc(NC(=O)CCS(=O)(=O)c2ccccc2Cl)cc1S(=O)(=O)Nc1ccc(Cl)cc1 | 3.6 | 7.5 |
| O=C(Cn1c(=O)oc2cc(S(=O)(=O)N3CCCCCC3)ccc21)NC1CCCCCCC1 | -14.3 | -10.4 |
| N/C(=N\OC(=O)c1ccc(Cl)cc1)c1ccn[nH]1 | 1.5 | 7.0 |
| CCN(CC)C(=O)C1CCN(Cc2ccc(OCc3ccccc3)cc2)CC1 | -0.1 | 1.8 |
| CN(C(=O)CC1C(=O)NCCN1Cc1ccccc1F)C1CCOCC1 (stereo not drawn) | -2.3 | 1.7 |
| O=C(/C=C/c1ccc(F)cc1)Nc1ccc(S(=O)(=O)N2CCOCC2)cc1 | -3.3 | 0.7 |
| Cc1ccc(SC(C)c2nc(-c3ccncc3)no2)cc1 (stereo not drawn) | -17.0 | 7.4 |
| O=C(NCCCN1CCOCC1)c1ccc(Cl)c([N+](=O)[O-])c1 | 7.4 | -4.4 |
| O=c1cc(-c2ccc(O)cc2)oc2cc(O)cc(O)c12 | -5.9 | 8.3 |
| COC(C[C@H](O)C[C@H](O)[C@H](C)OCc1ccccc1)OC | -18.2 | -0.4 |
| COC(=O)C1C(O)=C(C=NC2CCCCC2)C(=O)CC1(C)C (stereo not drawn) | -3.3 | 3.2 |
| Cc1ccc(-c2ccc(C)c(N)c2C)c(C)c1N | -6.0 | -8.8 |
| CCCCCC(CC(=O)NO)C(=O)NC(C(=O)N1CCCC1CO)C(C)C (stereo not drawn) | -6.9 | -0.8 |
| C=CCn1c(SCC(=O)NCC2CCCO2)nc2sc(C)c(C)c2c1=O (stereo not drawn) | -8.5 | 4.5 |
| CN(CC(=O)Nc1ccc(C#N)cc1)CC(=O)Nc1ccc(N2CCOCC2)cc1 | -5.5 | 8.3 |
| CCN(CC)c1ccc(/C=N/N2CCN(c3ccccn3)CC2)cc1 | -16.4 | 7.1 |
| CCCC(=O)N(CC(=O)Nc1sc(C)c(C)c1C(N)=O)Cc1ccccc1 | -29.9 | 7.6 |
| O=C(Cc1ccc(Cl)cc1)Nc1cccc2ncccc12 | -8.2 | -0.7 |
| CC1(C(=O)Nc2ccc(Cl)c(C(F)(F)F)c2)Cc2c(-c3ccc(C(N)=O)cc3)ccnc2O1 (stereo not drawn) | 22.1 | -4.2 |

Some of these compounds in order of length of the SMILES, highest first:
| SMILES | TAG inh | TAG inh DAPI viability |
| --- | --- | --- |
| CCCC(=O)N(CC(=O)Nc1sc(C)c(C)c1C(N)=O)Cc1ccccc1 | -29.9 | 7.6 |
| C=CCn1c(SCC(=O)NCC2CCCO2)nc2sc(C)c(C)c2c1=O (stereo not drawn) | -8.5 | 4.5 |
| O=C(Cc1ccc(Cl)cc1)Nc1cccc2ncccc12 | -8.2 | -0.7 |

Next section
| SMILES | TAG inh | TAG inh DAPI viability |
| --- | --- | --- |
| COCCN(C(=S)Nc1ccc(OC)c(Cl)c1)C1CCN(C(C)=O)CC1 | 10.8 | -5.0 |
| O=C(N/N=C/c1sc(N2CCOCC2)nc1-c1ccccc1)c1ccccc1Cl | 12.5 | -2.6 |
| COc1ccc2cc(-c3[nH]ncc3CNCCn3nc(C)cc3C)ccc2c1 | -5.1 | 12.9 |
| CS(=O)(=O)c1ccc(C(=O)OCC(=O)N2CCN(CCC3CCCCC3)CC2)cc1[N+](=O)[O-] | 3.7 | 3.7 |
| COCC(=O)Nc1ccccc1C#N | -10.6 | 4.9 |
| NC(=O)c1ccccc1Nc1nc(NCCO)nc(N2CCCC2)n1 | -2.0 | -3.0 |
| CCOC(=O)c1nnc(-c2ccccc2)o1 | -5.3 | 1.9 |
| COCCN(C(=O)COC(=O)COc1ccc2ccccc2c1)c1c(N)n(Cc2ccccc2)c(=O)[nH]c1=O | 5.4 | 0.6 |
| CC(=O)N1CCc2cc(S(=O)(=O)NCCC(=O)N3CCN(Cc4ccccc4)CC3)ccc21 | -24.0 | 4.7 |

By substructure: the entries above with a furan ring, fused or not.
| SMILES | TAG inh | TAG inh DAPI viability |
| --- | --- | --- |
| CC1(C)c2[nH]c3ccccc3c2C[C@@H]2C(=O)N(Cc3ccco3)C(=O)N21 | -14.1 | 1.2 |
| Cc1ccc(NC(=O)c2cc3ccccc3o2)nc1 | 5.3 | 13.5 |
| Cn1c(CNC(=O)c2ccco2)nnc1SCC(=O)Nc1ccc(Cl)cc1 | 5.8 | -1.9 |
